iPSC survival up: increases survival of single human iPS cells; hiPSC single-cell survival, ATPlite luminescence; 100% = ROCK inhibitor wells, 0% = DMSO; survival enhancement, % at 20 µM; actives 0.044% (n = 360,000); in the data active = survival enhancement above about 18%;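 note: cells exposed to compounds for 16 hours before the ATP read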
H9c2 protect: myocardial damage modulation in H9c2 cells; protection from H2O2 cell death, % at 20 µM; actives 0.63% (n = 360,000); AID 588492; H9c2 cardiomyocytes, H2O2 injury protection, ATPLite, 2 h;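 active = compounds giving at least 50% protection of heart cells from peroxide-induced death in the single-dose screen, raw or plate-pattern-corrected value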;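 note: 0% = DMSO wells with peroxide and 100% = DMSO wells without peroxide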
MC4R barr agon: human MC4R agonism via beta-arrestin. P32245. U2OS MC4R beta-arrestin complementation, luminescence; percent of melanotan II response, DMSO zero. activation, % at 8.9 µM. actives 0.98% (n = 360,000). AID 540308;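 active = activation above a per-plate cutoff, the mean activation of sample wells on that plate plus 3 SD, cut at about 8% in these data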
N-glyco inh: N-linked glycosylation inhibition; actives 0.23% (n = 360,000); reporter increase, % at 12.5 µM; D54 ERlucT glycosylation luciferase reporter, 24 h; percent of 100 nM tunicamycin response;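 active = mean luciferase reporter signal, scaled so untreated is 0 and the glycosylation-blocking control 100, at or above a set limit in every replicate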;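 note: luciferase carries N-glycosylation sites so blocking glycosylation raises the light; 0% = median of neutral control wells and 100% = median of 100 nM tunicamycin wells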
ABHD5-PLIN5 inh: inhibitors of human ABHD5-perilipin-5 interaction. Split G. princeps luciferase complementation, luminescence, 4 h. inhibition, % at 4 µM. AID 602281. Q00G26+Q8WTS1. actives 0.78% (n = 360,000);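 active = inhibition above the mean inhibition across every tested compound plus 3 SD, cut at about 22% in these data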;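 note: 0% = DMSO only wells and the 100% control is not disclosed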
ABCB6 inh MLPCN: human ABCB6 transporter inhibition. Q9NP58. K562-ABCB6 porphyrin accumulation, flow cytometry, 1 h; hits give low values. fluorescence ratio to DMSO, % at 10 µM. actives 0.19% (n = 360,000). AID 602162;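 active = fluorescence ratio to DMSO below 75%, the collection mean minus 3 SD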;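 note: signal is porphyrin accumulated inside mitochondria; 100% equals median channel fluorescence of DMSO control wells; lower ratio means ABCB6 inhibition with less porphyrin fluorescence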
Target sequence (Q9NP58 whole entry, looked up): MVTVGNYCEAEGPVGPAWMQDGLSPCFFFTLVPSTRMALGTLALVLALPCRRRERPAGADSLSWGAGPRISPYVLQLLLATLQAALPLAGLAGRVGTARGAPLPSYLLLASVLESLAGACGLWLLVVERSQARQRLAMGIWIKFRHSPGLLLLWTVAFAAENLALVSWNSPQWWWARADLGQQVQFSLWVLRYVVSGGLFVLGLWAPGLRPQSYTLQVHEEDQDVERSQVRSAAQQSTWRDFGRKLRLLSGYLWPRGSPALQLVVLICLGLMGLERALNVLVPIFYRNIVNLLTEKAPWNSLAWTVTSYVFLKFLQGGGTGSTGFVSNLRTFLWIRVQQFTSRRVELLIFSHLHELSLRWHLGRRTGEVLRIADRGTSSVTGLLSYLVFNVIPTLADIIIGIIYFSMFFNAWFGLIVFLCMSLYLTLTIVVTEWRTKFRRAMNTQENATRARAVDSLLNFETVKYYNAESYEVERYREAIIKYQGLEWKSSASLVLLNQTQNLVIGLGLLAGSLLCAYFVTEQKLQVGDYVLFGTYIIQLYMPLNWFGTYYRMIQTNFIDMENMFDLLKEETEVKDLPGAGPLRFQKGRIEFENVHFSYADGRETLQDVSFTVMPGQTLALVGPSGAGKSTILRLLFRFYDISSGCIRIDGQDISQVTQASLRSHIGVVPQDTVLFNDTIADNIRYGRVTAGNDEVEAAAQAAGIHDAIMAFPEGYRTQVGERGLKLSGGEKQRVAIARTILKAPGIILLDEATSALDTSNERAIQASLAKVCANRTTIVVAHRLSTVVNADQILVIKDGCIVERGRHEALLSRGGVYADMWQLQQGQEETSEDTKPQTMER
m5-HT2A agonist: mouse HTR2A agonism via beta-arrestin recruitment. activation, % at 7.6 µM. actives 0.66% (n = 360,000). CHO-K1 mHTR2A beta-arrestin complementation, luminescence; percent of 30 µM serotonin response. AID 624169;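 active = activation above a run cutoff, the mean activation of all tested compounds plus 3 SD, cut at about 14% in these data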;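 note: 0% = plate median of compound wells and 100% = 30 µM serotonin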
Granule exo inh: lytic granule exocytosis inhibition. inhibition, % at 10 µM. TALL-104 LAMP-1 surface exposure, flow cytometry; cells stimulated with thapsigargin and PMA. actives 0.66% (n = 360,000);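 active = inhibition above about 55%, limit read from the data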
aDG glyco act: increases alpha dystroglycan glycosylation; Pro5-aDG cells, alpha-DG glycosylation AlphaScreen (IIH6); 0% Pro5, 100% B10-LARGE cell signal; activation, % at 10 µM; actives 0.22% (n = 360,000); AID 624168;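 active = activation of at least 8% versus controls, or a plate z-score of at least 8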;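 note: Pro5 are CHO cells carrying HIG-tagged alpha-DG that lacks glycosylation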
MC4R antag cAMP: human MC4R antagonism in cAMP assay. P32245. MC4R-expressing cells, MTII-stimulated cAMP, LANCE TR-FRET. inhibition, % at 6.5 µM. actives 0.48% (n = 360,000);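 active = inhibition above its plate's cutoff, the mean of tested wells on that plate plus 3 SD, cut at about 29% in these data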;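 note: 0% = Melanotan II alone and 100% = Melanotan II plus saturating MCL0020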
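Assay system: U2OS cells stably expressing human melanocortin 4 receptor (MC4R) / Dosing: 6.5 µM / Timing: compound 30 min, challenge 1 h, detection 1 h / Measured by: Eu-cAMP/anti-cAMP TR-FRET, emission 671 nm / Replicates: singlicate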
* = called active by the depositor; . = no result given.

cpd	SMILES	iPSC survival up	H9c2 protect	MC4R barr agon	N-glyco inh	ABHD5-PLIN5 inh	ABCB6 inh MLPCN	m5-HT2A agonist	Granule exo inh	aDG glyco act	MC4R antag cAMP
1	Clc1ccccc1-c1cc2nc(NCc3ccco3)ccn2n1	-0.4	-17	0.1	7	5	111	0	10	-0.1	1
2	CSc1cccc(NC(=O)CSc2ccc(Cl)cc2)c1	1.9	-9	-0.9	-3	-3	92	-6	-1	-0.4	-2
3	CCN(CC)c1ccc(S(=O)(=O)N2CCCCC2)cc1NC(=O)CN1C(=O)NC2(CCCC2)C1=O	-0.2	6	-1.1	-3	3	102	6	-2	0.0	-2
4	O=c1c2ccccc2nc(SCc2ccccc2Cl)n1Cc1ccccc1	-1.9	-3	-0.7	-7	-4	98	-1	6	0.0	13
5	COc1ccc(Nc2ccc3ccccc3c2)cc1	-0.2	-15	0.8	1	-14	102	-2	0	-0.3	-7
6	CCOC1(OCC)N=C(N)C2(C#N)C(c3ccc(NC(C)=O)cc3)C12C#N (stereo not drawn)	3.7	14	-2.0	-1	-3	92	-4	-3	-0.1	-3
7	CCC(=O)N=C1SC2CS(=O)(=O)CC2N1c1cccc(OC)c1 (stereo not drawn)	0.6	-1	-1.0	-2	-2	98	7	-1	-0.3	6
8	O=C(NCc1ccccc1)C1c2ccccc2OCC(=O)N1CCCN1CCOCC1 (stereo not drawn)	1.6	.	.	.	11	102	0	-5	-0.1	.
9	CCOC(=O)c1ccc(CNC(=O)c2cc(C(C)(C)C)oc2C)o1	-2.4	-4	-0.4	3	17	96	0	1	0.1	3
10	C=CC[C@@H](CC(=O)N[C@@H](CO)Cc1ccccc1)C(=O)NCCOC(=O)[C@@H](CC=C)CC(=O)OC(C)(C)C	0.5	0	2.5	2	-5	96	3	-1	0.1	1
11	O=C(CCl)NC1(C(F)(F)F)C(=O)Nc2c1c(=O)[nH]c(=O)n2-c1ccccc1 (stereo not drawn)	1.3	1	-1.1	1	-1	95	3	-1	0.0	8
12	O=C1CN(Cc2cc(=O)oc3cc4c(cc23)CCC4)CCN1	-0.4	1	0.9	-1	-1	99	7	17	-0.3	16
13	COc1ccc2c(c1)CCC1(C)CC(=O)C=C21 (stereo not drawn)	2.7	4	-1.0	1	14	100	11	0	0.3	-7
14	C=CCNC(NC(=O)c1ccccc1)(C(=O)OCC)C(F)(F)F (stereo not drawn)	-1.0	1	-0.8	4	5	98	7	2	-0.4	5
15	Cc1nc2nc3c(cn2n1)C(=O)CCC3	-1.9	2	-2.4	2	-3	101	0	-4	-0.1	-5
16	COc1ccc(S(=O)(=O)Cc2ccc(C(=O)N3CCN(C4CCCCC4)CC3)o2)cc1	-1.9	3	1.6	-2	1	102	1	6	-0.4	4
17	CC1=C(C(=O)Nc2ccc(C(=O)NCCCN3CCCCC3)cc2)SCCO1	-0.2	6	0.0	-3	3	102	1	17	-0.2	5
18	O=C1CC(c2ccccc2)CC(O)=C1C=NCCCN1CCOCC1 (stereo not drawn)	-1.3	0	-0.6	2	-3	96	-1	4	0.0	-3
19	CC(C)N(C(=O)CN1C(=O)NC2(CCCCCC2)C1=O)C(C)C	-1.0	-22	-2.6	3	-1	102	0	-1	-0.1	1
20	CCN1CCN(c2nc3c(C)cccn3c(=O)c2/C=C(\C#N)S(=O)(=O)c2ccc(C)cc2)CC1	-2.1	-10	2.2	1	2	103	-11	-3	0.2	5
21	Cc1ccc(-c2nc(N)n(C(=O)c3cccs3)n2)cc1	0.9	1	-0.5	1	-2	99	4	-4	0.4	7
22	CC(C)=C(NC(=O)c1ccccc1)C(=O)Nc1cccc(C(=O)O)c1	-0.5	5	-0.8	0	10	101	1	-3	-0.3	1
23	COc1cc(/C=N/NC(=O)c2ccccn2)ccc1OC(=O)c1cccs1	1.2	11	-1.2	1	-10	99	0	-1	-0.1	-6
24	C=COCCCNc1ncnc2sc(-c3ccccc3)cc12	-0.3	-14	1.5	0	10	88	-5	43	2.4	0
25	COc1ccc(-c2cc(C(=O)c3c(N)n(C)c(=O)n(C)c3=O)c3ccccc3n2)cc1OC	-1.5	-7	-0.7	4	4	87	6	0	0.1	-7
26	O=C(O)c1ccc2c3c(cccc13)C(=O)N(c1ccccc1)C2=O	2.2	0	-1.4	2	8	107	4	1	-0.3	-4
27	CN(C(=O)c1ccc(NC(=O)Cc2cccc(NC(=O)C3CCN(C(=O)C4CCCCC4)CC3)c2)cc1)C1CCCC1	-2.4	-8	0.0	2	7	101	-1	-4	0.1	3
28	O=C(O)CSCC(=O)Nc1ccc(S(=O)(=O)N2CCCCC2)cc1	-0.2	9	1.1	1	4	98	6	6	-0.1	5
29	O=C(CN1C(=O)NC(Cc2ccccc2)C1=O)Nc1ccc(F)c(Cl)c1 (stereo not drawn)	-0.4	5	-0.4	3	-8	88	-9	0	-0.2	-3
30	CC(Oc1ccc(C(=O)c2ccc(F)cc2)cc1)C(=O)N1CCOCC1 (stereo not drawn)	0.4	1	-3.2	0	-19	95	-3	6	0.1	0

Shown with values under each structure: part of the list above.
Values run as follows: iPSC survival up | H9c2 protect | MC4R barr agon | N-glyco inh | ABHD5-PLIN5 inh | ABCB6 inh MLPCN | m5-HT2A agonist | Granule exo inh | aDG glyco act | MC4R antag cAMP
(18) O=C1CC(c2ccccc2)CC(O)=C1C=NCCCN1CCOCC1 (stereo not drawn)
    -1.3 | 0 | -0.6 | 2 | -3 | 96 | -1 | 4 | 0.0 | -3
(19) CC(C)N(C(=O)CN1C(=O)NC2(CCCCCC2)C1=O)C(C)C
    -1.0 | -22 | -2.6 | 3 | -1 | 102 | 0 | -1 | -0.1 | 1
(20) CCN1CCN(c2nc3c(C)cccn3c(=O)c2/C=C(\C#N)S(=O)(=O)c2ccc(C)cc2)CC1
    -2.1 | -10 | 2.2 | 1 | 2 | 103 | -11 | -3 | 0.2 | 5
(21) Cc1ccc(-c2nc(N)n(C(=O)c3cccs3)n2)cc1
    0.9 | 1 | -0.5 | 1 | -2 | 99 | 4 | -4 | 0.4 | 7
(22) CC(C)=C(NC(=O)c1ccccc1)C(=O)Nc1cccc(C(=O)O)c1
    -0.5 | 5 | -0.8 | 0 | 10 | 101 | 1 | -3 | -0.3 | 1
(23) COc1cc(/C=N/NC(=O)c2ccccn2)ccc1OC(=O)c1cccs1
    1.2 | 11 | -1.2 | 1 | -10 | 99 | 0 | -1 | -0.1 | -6
(24) C=COCCCNc1ncnc2sc(-c3ccccc3)cc12
    -0.3 | -14 | 1.5 | 0 | 10 | 88 | -5 | 43 | 2.4 | 0
(25) COc1ccc(-c2cc(C(=O)c3c(N)n(C)c(=O)n(C)c3=O)c3ccccc3n2)cc1OC
    -1.5 | -7 | -0.7 | 4 | 4 | 87 | 6 | 0 | 0.1 | -7
(26) O=C(O)c1ccc2c3c(cccc13)C(=O)N(c1ccccc1)C2=O
    2.2 | 0 | -1.4 | 2 | 8 | 107 | 4 | 1 | -0.3 | -4
(27) CN(C(=O)c1ccc(NC(=O)Cc2cccc(NC(=O)C3CCN(C(=O)C4CCCCC4)CC3)c2)cc1)C1CCCC1
    -2.4 | -8 | 0.0 | 2 | 7 | 101 | -1 | -4 | 0.1 | 3
(28) O=C(O)CSCC(=O)Nc1ccc(S(=O)(=O)N2CCCCC2)cc1
    -0.2 | 9 | 1.1 | 1 | 4 | 98 | 6 | 6 | -0.1 | 5
(29) O=C(CN1C(=O)NC(Cc2ccccc2)C1=O)Nc1ccc(F)c(Cl)c1 (stereo not drawn)
    -0.4 | 5 | -0.4 | 3 | -8 | 88 | -9 | 0 | -0.2 | -3
(30) CC(Oc1ccc(C(=O)c2ccc(F)cc2)cc1)C(=O)N1CCOCC1 (stereo not drawn)
    0.4 | 1 | -3.2 | 0 | -19 | 95 | -3 | 6 | 0.1 | 0

Next section
cpd	SMILES	iPSC survival up	H9c2 protect	MC4R barr agon	N-glyco inh	ABHD5-PLIN5 inh	ABCB6 inh MLPCN	m5-HT2A agonist	Granule exo inh	aDG glyco act	MC4R antag cAMP
31	COc1ccc(C(=O)Nc2ccccc2C(=O)NCc2cccnc2)cc1OC	-0.3	5	-1.9	3	-7	99	-1	14	-0.3	-2
32	C=CCN1CN(CCc2ccccc2)CNC1=S	-0.5	-4	0.6	-3	-3	101	2	-3	0.0	15
33	CNC(=O)NC1CCCc2ccccc21 (stereo not drawn)	1.9	0	-1.5	1	6	98	-3	-1	-0.1	-2
34	C[C@H](CO)N1C[C@H](C)[C@@H](CN(C)S(=O)(=O)c2ccccc2)Oc2c(NC(=O)C3CCCCC3)cccc2C1=O	-1.6	14	0.1	0	6	94	-5	16	-0.2	10
35	CC(=O)N1CCN(c2ncnc3ccccc23)CC1	-0.3	1	1.2	-6	10	100	5	3	-0.1	-4
36	Cc1cccc(OCCCN2CCOCC2)c1C	-0.3	3	-1.5	0	-1	107	-7	0	0.0	9
37	CCOc1ccccc1NC(=O)NCc1ccc(F)cc1	-0.1	0	1.2	0	-1	104	-4	5	0.1	6
38	Cc1ccc(S(=O)(=O)N2CCN(C(=O)COc3ccc(NC(=O)c4ccco4)cc3)CC2)cc1	1.2	-21	-0.5	1	7	92	5	-2	0.1	8
39	O=C1NC(=O)c2cc3ccccc3cc21	-0.5	-3	-2.9	6	-3	95	0	0	0.1	4
40	Cc1ccccc1OCC(=O)NNC(=O)Nc1ccccc1	-1.4	1	-1.6	2	-2	100	-3	2	-0.4	9
41	COc1ccc(N2CC(NS(=O)(=O)c3cccnc3)CC2=O)cc1OC (stereo not drawn)	0.1	3	1.5	-1	2	99	-8	11	-0.2	17
42	COC(=O)c1sc2ccccc2c1-n1cccc1C(=O)C(=O)Nc1ccc(C)cc1	-2.5	-3	-1.8	0	-4	193	-1	-16	-0.6	-1
43	Cc1ccc(S(=O)(=O)CC(=O)Nc2cccc(C)n2)cc1	0.2	2	-0.2	-2	-7	106	-7	30	0.0	4
44	Cc1cc(CNC(=O)C2(C(F)(F)F)C/C(=C\Cc3ccccc3)CCCO2)nn1C (stereo not drawn)	-2.3	4	-0.5	3	1	100	-5	-1	0.1	0
45	Cn1c(=O)c2[nH]c(CCc3ccncc3)nc2n(C)c1=O	-1.0	14	-0.6	2	2	99	1	14	0.4	-1
46	O=C(N/N=C/c1cn(-c2ccccc2)nc1-c1ccc(F)cc1)c1ccc2c(c1)OCO2	-0.6	29	1.0	0	-4	97	-1	1	0.0	24
47	CC(=O)Nc1ccc(S(=O)(=O)Nc2cccc(-c3nc4cc(C)ccc4o3)c2)cc1	-0.4	-15	-0.8	1	-1	100	-4	4	3.9*	0
48	COc1ccc(NC(=O)CCn2cc(C)c3ccccc32)cc1	-0.4	-3	-1.4	-2	0	97	-9	-2	0.1	18
49	COc1ccc(C(=O)N/N=C/c2ccc(OC)c(COc3ccc(F)cc3)c2)cc1	-0.5	29	-2.7	-2	-3	97	-6	0	0.4	9
50	CCOC(=O)N1CCN(C(=O)Nc2ccc3nccnc3c2)CC1	0.0	4	-0.3	2	-1	102	1	-1	-0.2	0
51	Cc1[nH]nc2c1C(c1ccc(N(C)C)cc1)C1=C(CC(C)(C)CC1=O)N2 (stereo not drawn)	-0.4	2	-4.7	3	-2	104	-2	2	-0.2	1
52	O=C(Cn1cnc([N+](=O)[O-])c1)Nc1cc(Oc2ccc(Cl)cc2Cl)cc([N+](=O)[O-])c1	-2.8	-29	1.2	-4	-4	124	-4	5	-0.1	9
